Bioassay records: PubChem BioAssay, National Center for Advancing Translational Sciences (NCATS)
D1 antag = human D1 dopamine receptor antagonism. activity change, negative = inhibition, % at 10 µM. HEK293 TREx D1 cells, calcium flux, dopamine EC80; active compounds read low. 360,000 compounds, 3.2% hits. P21728; in the data active = activity change below about -30%; note: % is set by controls: 0 for no effect and ±100 for the full control effect
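Cells carrying a force-coupled, tetracycline-inducible human D1 receptor report calcium flux. Each well gets a 10 s baseline, compound with 180 s monitoring, then an EC80 dopamine stimulus with a second 180 s kinetic read.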
RXFP1 antag = antagonists of human relaxin receptor RXFP1; activity change, negative = inhibition, % at 57.5 µM; AID 1259400; HEK293-RXFP1, relaxin-stimulated cAMP HTRF, 30 min; active compounds read low; 350,000 compounds, 0.59% hits; Q9HBX9;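 active = activity change of -60% or lower, but not beyond a set lower limit; inconclusive = change between -60% and -40%, or beyond the set limit; inactive = change above -40%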; note: % is set by controls: 0 for no effect and ±100 for the full control effect
Target sequence (Q9HBX9 whole entry, looked up): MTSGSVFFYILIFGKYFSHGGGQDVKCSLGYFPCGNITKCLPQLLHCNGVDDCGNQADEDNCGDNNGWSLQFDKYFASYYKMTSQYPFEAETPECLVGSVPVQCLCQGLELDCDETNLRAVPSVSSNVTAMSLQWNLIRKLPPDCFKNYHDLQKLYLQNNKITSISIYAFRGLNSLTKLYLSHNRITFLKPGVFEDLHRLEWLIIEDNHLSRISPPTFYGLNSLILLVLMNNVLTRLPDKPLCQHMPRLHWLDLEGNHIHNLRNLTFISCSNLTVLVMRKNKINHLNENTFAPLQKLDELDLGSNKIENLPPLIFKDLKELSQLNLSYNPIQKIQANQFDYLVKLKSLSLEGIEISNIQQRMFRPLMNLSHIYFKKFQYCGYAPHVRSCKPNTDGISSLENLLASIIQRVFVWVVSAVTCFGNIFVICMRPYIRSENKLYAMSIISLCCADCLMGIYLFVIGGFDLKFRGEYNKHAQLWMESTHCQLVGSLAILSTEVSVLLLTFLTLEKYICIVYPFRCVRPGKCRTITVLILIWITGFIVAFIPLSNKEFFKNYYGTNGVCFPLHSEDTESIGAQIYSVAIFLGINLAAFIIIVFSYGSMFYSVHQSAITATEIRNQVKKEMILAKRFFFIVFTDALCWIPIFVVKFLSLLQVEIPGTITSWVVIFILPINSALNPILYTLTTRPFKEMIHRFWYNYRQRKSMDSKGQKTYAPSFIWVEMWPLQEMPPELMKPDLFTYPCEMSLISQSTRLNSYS
D2 PAM = positively modulates the human D2 dopamine receptor allosterically. P14416. HEK293 T-REx D2, calcium flux, EC20 dopamine potentiation. potentiation, % at 10 µM. 340,000 compounds, 0.34% hits. AID 485347;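 active = potentiation over 3 SD above the plate norm, cut at about 30% in these data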; note: 0% is about no effect
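Cells plated with tetracycline inducer and held overnight at 30 C; calcium dye loaded 30–90 min at room temperature; baseline taken, compound added and read 180 s; EC20 dopamine then added and read 180 s.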
D2 ag = agonists of human D2 dopamine receptor | P14416 | HEK293 T-REx D2 cells, calcium flux agonist mode | activation, % at 2 µM | 340,000 compounds, 0.53% hits;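 active = activation over 3 SD above normal in the single-dose calcium agonist read, cut at about 30% in these data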; note: 0% is about no effect
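Tetracycline-induced HEK293 Trex cells with D2 receptor force-coupled to calcium signaling, plated overnight at 30 C and loaded with no-wash calcium dye. Calcium flux read kinetically for 180 s after compound addition; responses flag agonists.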
TRHR ag = agonists of human TRH receptor. AID 493084. P34981. 360,000 compounds, 0.18% hits. activation, % at 2 µM. TRHR cells, calcium flux fluo-8, FDSS agonist mode; note: 0% is about no effect
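Fluo-8-loaded TRHR cells; 10 s baseline, compound added, kinetic Ca2+ fluorescence read 1/s, agonist mode.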
D1 ag = activates the human D1 dopamine receptor; P21728; HEK293 T-REx D1 cells, calcium flux, agonist mode; activation, % at 2 µM; 360,000 compounds, 1% hits; AID 504660; note: 0% is about no effect
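Tetracycline-induced HEK293 TREx D1 cells, force-coupled to calcium signalling, were dye-loaded with a no-wash calcium kit. Compound was pin-added after a 10 s baseline. Fluorescence was read kinetically at 1 cycle/s for 180 s, with calcium rises flagged as agonism.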
TRHR PAM = allosteric enhancers of human TRH receptor; P34981; TRHR cells, fluo-8 calcium fluorescence, EC20 TRH enhancement; enhancement, % at 2 µM; 360,000 compounds, 0.66% hits; AID 493056; in the data active = enhancement above about 30%; note: 0% is about no effect
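TRHR-expressing cells loaded with fluo-8 calcium dye were read kinetically (ex 480/em 530) during compound addition, then stimulated with an EC20 of TRH (10 nM final). Enhancement of the Gq-mediated intracellular calcium response was scored.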
D2 antag = antagonizes the human D2 dopamine receptor | P14416 | 340,000 compounds, 2% hits | inhibition, % at 10 µM | HEK293 TREx D2 cells, calcium flux, dopamine EC80; in the data active = inhibition above about 30%; note: 0% is about no effect
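Antagonism is scored as inhibition of an EC80 dopamine-evoked calcium signal in a force-coupled, tetracycline-inducible HEK293 T-REx D2 line, with compound present 180 s before agonist.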
D1 potentiator = human D1 dopamine receptor positive modulation | P21728 | 360,000 compounds, 0.036% hits | potentiation, % at 10 µM | HEK293 TREx D1 cells, calcium flux, dopamine EC20 potentiation; in the data active = potentiation above about 30%; note: 0% is about no effect
Starred values were filed as active, the others as inactive; ? = inconclusive; · = no result given; & = joins results of further samples; ! = not active in a repeat. Cut-off read from the data, not from the text of the source, unless noted: active = activation above about 30%; inactive = the rest.

1) CCOc1ccc(C2CC(c3cccc(C)c3)n3nc(N)nc3N2)cc1 (stereo not drawn)
2) O=C(NCc1ccco1)c1cc(S(=O)(=O)N2CCCc3ccccc32)ccc1Cl
3) Cn1c(=O)oc2cc(S(=O)(=O)N3CCCC(C(=O)NCC4COc5ccccc5O4)C3)ccc21 (stereo not drawn)
4) O=C(C1CCCN(S(=O)(=O)c2cccc3nsnc23)C1)N1CCN(c2ccccc2Cl)CC1 (stereo not drawn)
5) COc1ccc(Cl)cc1-c1nc(SCC(=O)N(C)CCC#N)n[nH]1
6) COc1ccc([N+](=O)[O-])cc1NC(=O)COC(=O)c1ccccn1

Assay by compound	1	2	3	4	5	6
D1 antag	6	1	-5	-19	-10	-6
RXFP1 antag	-2	2	·	·	1	-11
D2 PAM	-3	0	-17	-8	-1	5
D2 ag	4.7	-0.1	0.7	1.1	2.3	-0.9
TRHR ag	0.7	0.2	1.0	2.0	0.3	-0.1
D1 ag	3	3	1	6	0	4
TRHR PAM	-1	-6	-10	-7	5	-1
D2 antag	5	11	17	·	-10	13
D1 potentiator	1	5	10	-1	-3	1

7) CCOC(=O)c1c(NC(=O)c2ccc(Br)cc2)sc2c1CCCC2
8) Cc1ccc(CNS(=O)(=O)c2c(N)n(C)c(=O)n(C)c2=O)cc1
9) COc1ccccc1C(=O)Nc1ccc2oc(-c3cccc4c(Br)cccc34)nc2c1
10) Cc1ccc(S(=O)(=O)Nc2ccc(-c3nc4cc(NS(=O)(=O)c5ccc(C)cc5)ccc4o3)cc2)cc1
11) N#CCc1nc2n(n1)Cc1ccccc1-2
12) COCCOC(=O)C1=C(C)NC(=S)NC1c1cccs1 (stereo not drawn)

Assay by compound	7	8	9	10	11	12
D1 antag	10	14	2	1	17	-3
RXFP1 antag	-7	-2	14	·	0	4
D2 PAM	17	1	-1	·	17	1
D2 ag	-0.8	0.0	·	·	-1.1	1.3
TRHR ag	0.5	0.0	0.0	-1.2	0.2	-0.1
D1 ag	0	1	1	7	2	4
TRHR PAM	0	14	-3	-7	4	4
D2 antag	·	17	·	·	0	1
D1 potentiator	-6	13	-1	-3	-5	3

13) CC(=O)N1CCC(=NNC(=O)c2cc3ccccc3cc2O)CC1
14) O=Cc1cc(N=Nc2cccc(C(=O)O)c2)ccc1O
15) CCn1c(=O)c2ccccc2n(CC(=O)N2CCCc3ccccc32)c1=O
16) Cc1ccc(-c2nnc3sc(CCc4ccccc4)nn23)cc1
17) COc1ccc(N(CC(=O)N2CCN(Cc3ccccc3)CC2)S(C)(=O)=O)c(OC)c1
18) COc1cc(/C=N/NC(=O)c2ccoc2C)ccc1OCCN1CCCCC1

Assay by compound	13	14	15	16	17	18
D1 antag	-9	-4	-11	-8	-3	9
RXFP1 antag	-93*	-13	8	-10	3	-1
D2 PAM	3	13	9	11	0	8
D2 ag	0.6	1.2	-0.3	-2.0	1.4	0.9
TRHR ag	0.9	-0.3	-1.0	-2.9	0.6	0.6
D1 ag	7	1	-2	21	2	3
TRHR PAM	3	-1	-3	8	-3	6
D2 antag	-12	1	-8	-12	-22	14
D1 potentiator	-2	3	-4	-3	-7	0

19) CC1(C)Cc2ccccc2C(NN=C2CCCC2)=N1
20) Cc1ccc(-n2nc3c(c2NC(=O)c2ccccc2Br)CS(=O)C3)cc1 (stereo not drawn)
21) CC1CCc2c(sc3nnn(Cc4ccc(F)cc4)c(=O)c23)C1 (stereo not drawn)
22) CCCCn1c(=O)n(CC(O)c2ccccc2)c(=O)c2c1ncn2C1CCCC1 (stereo not drawn)
23) OC(CNC1CCCCC1)CN1CCN(CC(O)CNC2CCCCC2)CC1 (stereo not drawn)
24) O=C(CS(=O)(=O)c1cccc2nsnc12)N1CCN(c2cccc(Cl)c2)CC1

Assay by compound	19	20	21	22	23	24
D1 antag	3	-43*	-45*	25	9	-14
RXFP1 antag	0	·	-17	5	·	·
D2 PAM	-1	2	2	1	-15	-7
D2 ag	0.2	-0.1	-0.1	0.4	1.1	1.0
TRHR ag	0.4	0.1	1.2	-0.4	0.2	-0.5
D1 ag	2	2	3	28	12	6
TRHR PAM	0	3	2	8	1	3
D2 antag	9	-15	·	9	-6	·
D1 potentiator	-1	-4	-2	-3	4	0

Some of these compounds in order of formula weight, descending.
21) CC1CCc2c(sc3nnn(Cc4ccc(F)cc4)c(=O)c23)C1 (stereo not drawn)
16) Cc1ccc(-c2nnc3sc(CCc4ccccc4)nn23)cc1
11) N#CCc1nc2n(n1)Cc1ccccc1-2

Assay by compound	21	16	11
D1 antag	-45*	-8	17
RXFP1 antag	-17	-10	0
D2 PAM	2	11	17
D2 ag	-0.1	-2.0	-1.1
TRHR ag	1.2	-2.9	0.2
D1 ag	3	21	2
TRHR PAM	2	8	4
D2 antag	·	-12	0
D1 potentiator	-2	-3	-5

Continuation.
25) Cc1ccc(S(=O)(=O)NC2(C(F)(F)F)NC(=O)N(C)C2=O)cc1 (stereo not drawn)
26) COc1ccccc1/C=C/C1NC(=O)NC(C)=C1C(=O)OC(C)C (stereo not drawn)
27) CN1CCC2(CC1)C1CN(C)CC=C1C(C#N)=C(N)C2(C#N)C#N (stereo not drawn)
28) Cc1ccc(CN2CCC(C(=O)Nc3ccc(Oc4cccnc4)cc3)CC2)cc1
29) Cc1c(C(=O)NCc2ccco2)cccc1[N+](=O)[O-]
30) C=CCn1c(CNc2ccccc2)nnc1SCC(=O)N/N=C/c1ccc(O)cc1O

Assay by compound	25	26	27	28	29	30
D1 antag	-6	-3	9&4	-1	-12	-15
RXFP1 antag	4	-31	-11&-3	-4	4	-14
D2 PAM	5	3	-17&6	·	12	12
D2 ag	0.5	-0.5	46*!	·	0.7	-0.7
TRHR ag	-0.2	-0.6	12&-1.4	0.7	0.0	-0.9
D1 ag	-1	1	8&13	12	3	0
TRHR PAM	3	0	-2&3	5	5	-6
D2 antag	20	-3	30&1	·	-9	14
D1 potentiator	-3	-1	-7&13	-8	0	0

31) CCCCn1c(N)c(N(CCC(C)C)C(=O)c2cc(S(=O)(=O)N3CCOCC3)ccc2F)c(=O)[nH]c1=O
32) NC(=O)CSc1nc2scc(-c3ccc(Cl)cc3)c2c(=O)n1Cc1ccccc1
33) CCOc1ccc(Nc2nc(-c3cccc(Cl)c3)c3c(n2)-c2ccccc2OC3)cc1
34) Cc1ccc2nc(SCC(=O)Nc3ccc(Cl)cc3)nc(=O)n2c1
35) Cc1nc2ccc(S(=O)(=O)N(C)CC(=O)NC(C)c3ccccc3)cc2s1 (stereo not drawn)
36) Oc1ccc(O)c(Cc2nc3ccccc3s2)c1

Assay by compound	31	32	33	34	35	36
D1 antag	0	-9	3	0	6	-4
RXFP1 antag	-3	-16	-7	5	11	-77*
D2 PAM	9	0	-3	-10	0	6
D2 ag	0.4	1.8	-0.3	-0.9	-0.1	-0.6
TRHR ag	0.6	1.3	1.1	-0.1	-0.9	-0.7
D1 ag	2	4	7	2	1	5
TRHR PAM	-4	-2	-2	-1	-1	1
D2 antag	13	11	·	0	-4	-5
D1 potentiator	-7	-5	0	-6	3	-5

37) Cc1cc(S(=O)(=O)n2ccnc2)c(Cl)cc1Cl
38) CC(C)(C)OC(=O)N1Cc2ccccc2C[C@H]1C(=O)NCC(=O)NC1CCCCC1
39) CN(Cc1cnn(C)c1)Cc1nc(Cc2ccccc2Cl)no1
40) CC1CN(S(=O)(=O)c2ccc(F)cc2)CN1C(=O)N1CCOCC1 (stereo not drawn)
41) CCOC(=O)CC(=O)CSc1nc2c(sc(=S)n2-c2ccccc2)c(=O)[nH]1
42) Cc1ccc(NC(=O)c2cc(=O)[nH]c3ccccc23)cc1C

Assay by compound	37	38	39	40	41	42
D1 antag	-22	9	3	10	-3	5
RXFP1 antag	2	-16	10	7	-14	-12
D2 PAM	8	·	10	-9	7	1
D2 ag	·	·	0.4	-0.5	-0.1	0.3
TRHR ag	0.0	0.7	0.2	-0.3	-0.1	0.3
D1 ag	0	2	3	2	2	1
TRHR PAM	-6	-5	-1	-9	-6	-1
D2 antag	·	·	-24	4	-3	13
D1 potentiator	-3	-2	0	-3	-3	-3

43) Nc1nnc(SCC(=O)c2ccc3c(c2)NC(=O)CO3)s1
44) CCOC(=O)C1CCN(CCC(=O)Nc2ccccc2OC)CC1
45) COc1cccc(NC(=O)c2oc3ccccc3c2NC(=O)c2ccccc2C)c1
46) COc1ccc(NC(=O)COC(=O)c2cc(=O)c3ccccc3o2)cc1OC
47) CCOC(=O)Cc1c(C)nc2cc(-c3ccc(C)cc3)[nH]n2c1=O
48) O=C(Nc1ccc2nc(-c3ccco3)[nH]c2c1)c1cccs1

Assay by compound	43	44	45	46	47	48
D1 antag	7	-10	-3	0	-10	-1
RXFP1 antag	3	·	-14	0	-5	0
D2 PAM	7	-1	-9	·	-8	·
D2 ag	-0.7	25	-0.2	·	0.4	·
TRHR ag	0.9	-0.6	0.9	-0.6	-0.4	0.7
D1 ag	1	1	5	3	2	1
TRHR PAM	12	12	-5	8	3	-7
D2 antag	4	·	·	·	7	·
D1 potentiator	7	-1	-2	4	-7	-5

A different layout for some results above.
| no. | compound | D1 antag | RXFP1 antag | D2 PAM | D2 ag | TRHR ag | D1 ag | TRHR PAM | D2 antag | D1 potentiator |
| --- | --- | --- | --- | --- | --- | --- | --- | --- | --- | --- |
| 43 | Nc1nnc(SCC(=O)c2ccc3c(c2)NC(=O)CO3)s1 | 7 | 3 | 7 | -0.7 | 0.9 | 1 | 12 | 4 | 7 |
| 44 | CCOC(=O)C1CCN(CCC(=O)Nc2ccccc2OC)CC1 | -10 | · | -1 | 25 | -0.6 | 1 | 12 | · | -1 |
| 45 | COc1cccc(NC(=O)c2oc3ccccc3c2NC(=O)c2ccccc2C)c1 | -3 | -14 | -9 | -0.2 | 0.9 | 5 | -5 | · | -2 |
| 46 | COc1ccc(NC(=O)COC(=O)c2cc(=O)c3ccccc3o2)cc1OC | 0 | 0 | · | · | -0.6 | 3 | 8 | · | 4 |

Other records:
49) COc1cccc(CC(NC(C)=O)C(=O)NC2CCN(C(=O)C3CCCCC3)CC2)c1OC (stereo not drawn)
50) Cc1nc2cccnc2n1-c1cccc(C(=O)N2CCN(c3ccc(Cl)cc3)CC2)c1
51) N#CC1=C(N)N(c2ccccc2)C(c2ccccc2)C1(C#N)C#N (stereo not drawn)
52) CC(NS(=O)(=O)c1cccc(Cl)c1)C(=O)N(C)C1CCN(C)CC1 (stereo not drawn)
53) O=C(c1ccc(F)cc1)N1CCN=C1c1ccccc1
54) Cc1ccc(N/C(SCc2ccccc2C)=C(/C#N)C(=O)NCc2ccco2)cc1C
55) CC(=O)Nc1cccc(NC(=O)CSc2nccn2Cc2ccccc2)c1
56) COc1ccc(-c2csc(N(C)C(=O)c3ccco3)n2)cc1

Assay by compound	49	50	51	52	53	54	55	56
D1 antag	13	-14	-5	-8	13	16	-22&-8	-13
RXFP1 antag	9	?	3	-1	1	-22	-4&6	1
D2 PAM	4	10	-2	-5	-7	11	-12&-11	8
D2 ag	0.8	-0.3	-1.0	0.1	1.0	1.7	-1.2&1.5	-0.1
TRHR ag	0.3	-0.4	-1.4	0.4	0.0	1.3	-0.8&0.2	0.2
D1 ag	0	9	3	-1	4	13	10&11	1
TRHR PAM	-1	0	-8	-5	4	2	6&-8	-7
D2 antag	1	·	-26	-6	-2	-12	16	1
D1 potentiator	-7	-2	-3	-2	-2	-7	-2&-3	6
